Screening data deposited in PubChem by National Center for Advancing Translational Sciences (NCATS).
FLuc counter: inhibits or activates purified firefly luciferase, miR-21 counter-screen; P08659; purified FLuc, Km substrates, luminescence inhibition; Potency, µM (series often up to 57.5 µM), without a hit: at the highest dose activity change, negative = inhibition, usual class: inhibitors; 6.9% of 360,000 active; AID 588342;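 note: potency is the fitted concentration of half-maximal effect; plate controls were vehicle for no effect and reference inhibitor for full effect; nearly all actives have a fitted effect of over 55% in size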
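Purified P. pyralis luciferase (10nM final) with 10uM D-luciferin and 10uM ATP (Km levels) in 50mM Tris acetate pH 7.5, 10mM Mg acetate, 0.01% Tween-20, 0.05% BSA; qHTS 6-point titration, ~60 µM downward; luminescence read.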
NPC1 promoter act: activates the NPC1 promoter; Huh7 NPC1 promoter luciferase reporter, 24 h; Potency, µM (doses to about 9.22 µM), inactives show at the top dose activation, usual class: activators; 2.4% of 320,000 active;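 note: potency is the fitted concentration of half-maximal effect; % of control where 0% means no effect; nearly all actives have a fitted effect of over 60% in size; reporter is driven by a mutant NPC1 promoter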
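NPC1 promoter–luciferase Huh7 cells; 24 h compound; luminescence.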
ELG1 genotox: genotoxicity induction in ELG1-luciferase HEK293T cells; HEK293T ELG1-luciferase reporter, luminescence, 16 h; Potency, µM (titrated, usually from 46 µM), for the others: at the top dose activity change, positive = activation, actives largely listed as activators; 1.3% of 330,000 active; AID 504466; note: potency is the fitted concentration of half-maximal effect; % of control where 0% means no effect; nearly all actives have a fitted effect of over 60% in size
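16 hr compound incubation (37 °C, 5% CO2) of HEK293T cells carrying luciferase-tagged ELG1; luciferase then measured by ONE-Glo luminescence after 30 min at RT.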
Tb PFK block: inhibitors of T. brucei phosphofructokinase; O15648; T. brucei PFK, ADP-Glo luminescence; Potency, µM (series often up to 57.5 µM), for the others: top-dose activity, negative = inhibition, usual class: inhibitors; 0.17% of 330,000 active; AID 485367;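 note: potency is the fitted concentration of half-maximal effect; 0% = uninhibited 1x PFK enzyme wells and -100% = no-enzyme wells; nearly all actives have a fitted effect of over 60% in size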
Target sequence (O15648 whole entry, looked up): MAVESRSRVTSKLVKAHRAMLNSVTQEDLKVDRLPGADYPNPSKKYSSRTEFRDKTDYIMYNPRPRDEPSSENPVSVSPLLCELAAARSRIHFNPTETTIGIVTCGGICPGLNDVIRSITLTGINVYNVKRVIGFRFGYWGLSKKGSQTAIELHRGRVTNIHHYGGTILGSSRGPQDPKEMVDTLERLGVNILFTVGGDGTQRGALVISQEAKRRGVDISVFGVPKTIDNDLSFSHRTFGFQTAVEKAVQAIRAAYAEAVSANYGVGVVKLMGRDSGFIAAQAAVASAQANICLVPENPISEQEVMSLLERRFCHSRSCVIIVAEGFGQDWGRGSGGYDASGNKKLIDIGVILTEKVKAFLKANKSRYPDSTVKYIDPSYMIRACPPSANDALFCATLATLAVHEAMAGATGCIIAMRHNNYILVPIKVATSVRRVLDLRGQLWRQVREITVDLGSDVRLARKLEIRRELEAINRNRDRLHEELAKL
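ADP-Glo luminescence quantified ADP after 45 min at room temperature, with 1.25 nM T. brucei PFK, 0.1 mM ATP and 0.5 mM fructose-6-phosphate in pH 8.0 TEA buffer. qHTS titrations up to 57 µM; curves classified by quality.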
Giardia killer: kills Giardia lamblia. activity change, % at 7.66 µM, hits read low. 0.15% of 340,000 active. Giardia lamblia trophozoite viability. AID 540267; in the data active = activity change below about -80%; inconclusive = between about -30% and that limit;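 note: parasites exposed to compound for two days anaerobically before the ATP read; % is set by controls: 0 for no effect and ±100 for the full control effect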
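Luminescent ATP signal served as the viability read-out, measured 15-30 min after adding ATP detection reagent to trophozoites that had been incubated with compounds for 48 hrs at 37 deg C anaerobically at 100 cells/well.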
KCNH2 3.1 block: KCNH2 3.1 (human) potassium channel inhibition. 0.95% of 340,000 active. U2OS KCNH2 3.1, thallium flux FluxOr; hits give low values. activity change, % (tested at about 1.8 µM). AID 720553;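 active = maximum activity change below -70%; inconclusive = maximum activity change from -70% to -50%; inactive = maximum activity change above -50%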;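 note: thallium influx rate constant from kinetic fluorescence after stimulation buffer; % is set by controls: 0 for no effect and ±100 for the full control effect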
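Kinetic fluorescence (2 min after stimulation buffer) measures Tl+ influx through KCNH2 3.1 expressed by viral transduction in U2OS cells; the rate constant is normalized against DMSO controls serving as positive and negative references.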
Rab9 promoter act: Rab9 promoter activation; 2.8% of 320,000 active; AID 485297; Huh7 Rab9 promoter-luciferase reporter, luminescence, 24 h; Potency, µM (titrated, usually from 9.22 µM), for inactives: at the highest dose activation, negative = inhibition, most hits filed as activators; note: potency is the fitted concentration of half-maximal effect; % of control where 0% means no effect; nearly all actives have a fitted effect of over 60% in size
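Luciferase signal after 10 min detection reagent at ambient indicates Rab9 promoter upregulation; stably transfected Huh7 cells were treated 24 h with compound in DMSO at 37 °C, 5% CO2.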
uPA surface inh: inhibitors of cell surface uPA generation; 0.31% of 330,000 active; AID 540303; cell surface uPA generation assay, qHTS; Potency, µM (titrated, usually from 38.3 µM), inactives show top-dose activity change, negative = inhibition, most hits filed as inhibitors; active = well fitted inhibition curve with a large enough effect; inconclusive = small, poorly fitted or top-dose-only effect; inactive = no such curve, though single readings can be large or run the other way; tested in mouse RAW 264.7 cells; note: potency is the fitted concentration of half-maximal effect; % is set by controls: 0 for no effect and ±100 for the full control effect; nearly all actives have a fitted effect of over 55% in size
VP16 counter: Gal4-VP16 reporter inhibition counter-screen | Potency, µM (series often up to 53.6 µM), for inactives: at the highest dose activity, negative = inhibition, hits mostly inhibitors | AID 2546 | 3.5% of 310,000 active | Drosophila S2 Gal4-VP16 UAS-luciferase, luminescence, 20 h;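 note: Gal4-VP16 expression switched on by copper sulfate through the metallothionein promoter; potency is the fitted concentration of half-maximal effect; % is set by controls: 0 for no effect and ±100 for the full control effect; nearly all actives have a fitted effect of over 50% in size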
Coupling enz: inhibits coupling enzyme system, counter-screen for aldolase hits; coupling enzyme system counterscreen, AmpLite Red fluorescence; activity change, negative = inhibition, % at 58.2 µM, hits read low; 0.67% of 290,000 active; in the data active = activity change below about -30%; note: % is set by controls: 0 for no effect and ±100 for the full control effect
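Counterscreen lacking aldolase: glyceraldehyde-3-phosphate coupling-enzyme reagent preincubated 10 min at RT with compound (at 57.5 uM final), then substrate/coupling system with AmpLite Red added; fluorescence read at 525/598 nm after 20 min RT.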
RORg inh: inhibitors of mouse ROR gamma transcriptional activity. AID 2551. Potency, µM (doses to about 53.6 µM), without a hit: at the top dose activity change, negative = inhibition, actives largely listed as inhibitors. Drosophila S2 Gal4-RORgamma UAS-luciferase reporter, 20 h. P51450. 5.4% of 310,000 active; note: potency is the fitted concentration of half-maximal effect; % is set by controls: 0 for no effect and ±100 for the full control effect; nearly all actives have a fitted effect of over 60% in size
Target sequence (P51450 whole entry, looked up, the tested form may be a part): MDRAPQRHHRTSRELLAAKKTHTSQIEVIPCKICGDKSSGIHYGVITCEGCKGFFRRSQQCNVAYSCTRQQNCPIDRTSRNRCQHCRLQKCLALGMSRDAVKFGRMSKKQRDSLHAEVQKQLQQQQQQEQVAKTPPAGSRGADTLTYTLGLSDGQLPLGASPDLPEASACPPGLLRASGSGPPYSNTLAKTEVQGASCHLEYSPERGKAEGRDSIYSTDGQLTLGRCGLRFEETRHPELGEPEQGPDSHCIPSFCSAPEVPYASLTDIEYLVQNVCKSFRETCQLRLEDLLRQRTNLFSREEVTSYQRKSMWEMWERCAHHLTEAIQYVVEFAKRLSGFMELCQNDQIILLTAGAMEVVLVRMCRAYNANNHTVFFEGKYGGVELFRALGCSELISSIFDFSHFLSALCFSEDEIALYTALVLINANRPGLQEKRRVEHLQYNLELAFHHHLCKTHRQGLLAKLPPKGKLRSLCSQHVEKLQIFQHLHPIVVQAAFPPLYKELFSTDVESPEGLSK
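Read-out: Photinus luciferase luminescence; inhibitors lower reporter signal. Insect Schneider cells with Gal4-ROR gamma fusion under metallothionein promoter, UAS reporter; 700 uM final copper sulfate induction, 20 hr, ambient temperature.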
* marks the source's active call; other numbers are inactive results; ? = inconclusive; . = not tested or not shown; & = joins results of further samples; [ ] = dose if it differs, or a comment. Unless noted, calls come from the whole dose curve; as a rule, active = well fitted curve in the direction sought with a large enough effect; inconclusive = small, poorly fitted or top-dose-only effect, or another doubt; inactive = no such curve, though single readings can be large; an effect the other way counts as inactive or inconclusive. A portion of the library; the hit share may differ from the screen's.

SMILES	FLuc counter	NPC1 promoter act	ELG1 genotox	Tb PFK block	Giardia killer	KCNH2 3.1 block	Rab9 promoter act	uPA surface inh	VP16 counter	Coupling enz	RORg inh
CCCCOc1ccc(CCN)cc1Cl	0.4%	0.9%	-0.8%	0.4%	-4.3	15.7	-3.8%	-1.6%	-5.7%	-1.0	14.9%
COC(=O)c1c(C)n(Cc2ccco2)c2ccc(O)cc12	0.1%	-2.7%	0.1%	3.2%	-3.4	3.3	1.1%	.	-5.0%	4.1	6.2%
O=[N+]([O-])O[C@H]1CO[C@H]2[C@@H]1OC[C@H]2O[N+](=O)[O-]	-0.6%	5.7%	-7.9%	0.9%	-13.2	18.0	-2.4%	22.1%	.	.	.
COc1ccc(-n2c(O)c(/C=C3\C=Nc4ccc(Br)cc43)c(=O)[nH]c2=O)cc1	?	0.4%	?	0.6%	14.1	-4.8	-1.8%	-7.0%	1.7%	-2.3	-19.5%
Oc1ccc(/C=N/NP(=S)(c2ccccc2)c2ccccc2)cc1	?	2.5%	6.3%	-5.4%	-8.6	-1.3	-4.3%	9.3%	3.8%	-0.6	-17.2%
CCOP(=S)(OCC)SCC(=O)NC(C)(CC)C(=O)O (configuration not stated)	1.1%	1.1%	3.7%	-1.6%	6.0	-17.6	8.0%	-5.3%	-5.7%	2.8	25.9%
O=C(C[n+]1ccn(CCCNP2(=O)C=C(c3ccccc3)OC(c3ccccc3)=C2)c1)c1ccccc1	4.2%	-0.1%	0.4%	12.4%	33.4[activator]	-30.0	-3.6%	0.7%	-11.0%	2.9	-3.8%
COc1ccccc1CCNC1C2CC3CC(C2)CC1C3 (configuration not stated)	-1.3%	-2.5%	-8.8%	0.1%	14.4	4.7	0.5%	-4.7%	-9.8%	-0.1	-9.9%
CCn1c(=O)n(CC(=O)N2CCC3(CC2)OCCO3)c(=O)c2ccccc21	0.6%	-0.6%	0.7%	2.6%	-21.9	2.6	-2.7%	2.1%	5.0%	1.0	1.8%
O=C(CCC(=O)N1C[C@H]2C[C@@H](C1)c1cccc(=O)n1C2)NCc1ccccc1	-0.5%	-3.0%	6.0%	-0.2%	-1.6	11.6	-2.0%	10.6%	-1.4%	0.2	0.9%
CSc1ccc(C(=O)C2CCCN(C)C2)cc1 (configuration not stated)	-0.5%	-2.3%	1.8%	0.0%	1.0	10.0	-4.3%	0.6%	2.1%	1.0	1.8%
COC(=O)C1=C(c2cccc(OCc3ccccc3)c2)C[C@@H]2CC[C@H]1N2C(=O)NNCc1ccccc1	-1.7%	-6.3%	-6.4%	5.1%	-0.4	-8.5	-1.1%	?	.	.	.
O=C(C[N+]12CCC(CC1)C(CO)C2)c1ccc(Br)cc1 (configuration not stated)	0.4%	0.4%	10.5%	2.2%	0.9	-3.6	18.3%	-1.9%	6.1%	0.4	5.3%
COc1ccc(Cn2c(=O)oc3ccc(C)cc32)cc1OC	-1.8%	-8.5%	-5.1%	0.4%	1.5	10.2	-18.7%	-5.8%	?	4.8	18.2%
Nc1cc(=O)[nH]c(SCC(=O)Nc2ccc(F)c(Cl)c2)n1	4.4%	1.6%	0.2%	?	-6.4	11.6	-2.2%	.	2.3%	5.5	-12.5%
O=C1CC(=O)N(c2cccc(C(F)(F)F)c2)C(=O)N1	1.6%	-2.8%	1.0%	0.7%	30.4[activator]	-6.7	-5.2%	12.8%	-2.7%	0.0	3.4%
Cc1c(C(=O)N2CCC3(CC2)OCCO3)sc2ncnc(N3CCc4ccccc4C3)c12	?	-4.4%	-5.0%	0.7%	-9.2	.	-5.0%	5.8%	-3.4%	2.5	22.4%
O=C1OCCC1NC1=NCCC1 (configuration not stated)	-2.0%	-3.4%	1.3%	3.4%	9.9	-16.0	1.4%	-1.0%	-6.5%	0.6	5.2%
C=CCN1C(=O)/C(=C\c2ccc(N3CCOCC3)o2)C(=O)NC1=S	-7.5%	-0.8%	-0.7%	1.8%	3.8	11.1	1.0%	-3.4%	19.3%	-3.3	6.6%
Cc1ccc(-c2cc(C(F)F)n3ncc(C(=O)N4CCC5(CC4)OCCO5)c3n2)cc1	2.0%	-4.7%	0.4%	-6.4%	10.3	-15.3	-1.1%	.	0.6%	-1.1	23.9%
Cc1ccc(Cn2ccccc2=N)cc1	4.1%	-1.3%	-6.4%	0.5%	9.6	-3.7	-4.1%	-0.7%	-1.0%	1.6	6.0%
COc1ccc(/C=C/C2=CCN(C)CC2)cc1	?	1.0%	8.7%	-7.4%	-27.9	9.0	2.1%	-0.8%	2.7%	-1.8	-25.2%
CC(C)CCC1(CN2CCCC2=O)C(=O)NC(=O)NC1=O	-2.4%	3.3%	-2.0%	-0.1%	-11.1	-0.3	-14.1%	-5.7%	2.6%	1.5	10.1%
Cc1cccc(NC(=O)N2C[C@H]3C[C@@H](C2)c2cccc(=O)n2C3)c1	0.9%	-0.6%	4.2%	-0.9%	0.5	3.1	-2.7%	-0.9%	1.0%	0.6	-20.1%
COC(=O)C1=C(c2ccc(F)cc2OCc2ccccc2)C[C@@H]2CC[C@H]1N2C(=O)NCc1ccccc1OC	-1.1%	-2.5%	-8.2%	-0.1%	-24.3	-7.2	-9.6%	-12.5%	.	.	.

Continuation.
SMILES	FLuc counter	NPC1 promoter act	ELG1 genotox	Tb PFK block	Giardia killer	KCNH2 3.1 block	Rab9 promoter act	uPA surface inh	VP16 counter	Coupling enz	RORg inh
NNCc1ccccc1	.	.	.	.	14.8	-0.6	.	-8.4%	-18.4%	-7.0	4.6%
CCN1CCc2ccccc2C1	-1.7%	-2.2%	-1.1%	-3.5%	0.8	-2.6	-0.9%	4.8%	-3.9%	1.3	-0.3%
CN=C(SCc1cc2c(cc1Cl)OCO2)c1c(O)n(C)c(=O)n(C)c1=O	6.8%	-7.1%	-13.3%	2.3%	-4.6	-5.2	-1.3%	-3.3%	?	4.5	-1.4%
CN(CC(=O)Nc1ccc(Cl)c(C(F)(F)F)c1)C(=O)c1ccc(OCC2CCCO2)cc1 (configuration not stated)	-9.2%	-6.9%	-1.7%	17.0%	16.4	3.0	-10.1%	?	.	.	.
COC(=O)C1=C(c2cccc(OCc3ccccc3)c2)C[C@@H]2CC[C@H]1N2C(=O)NCCN1CCOCC1	-1.2%	1.8%	0.3%	1.7%	-1.6	-30.4	-0.6%	-9.5%	.	.	.
Oc1cccc(/C=N/NP(=S)(c2ccccc2)c2ccccc2)c1	23.9µM*	1.2%	2.6%	?	-9.5	-9.6	-3.1%	6.1%	-15.9%	1.1	-8.2%
CCCCCCN1CCN(c2ccccc2Cl)CC1	-6.6%	-3.0%	-1.4%	-1.1%	29.7	-79.4*	0.8%	9.0%	-10.1%	-2.7	14.6%
CCCOC(=O)c1ccc(OC(=O)c2ccco2)cc1	?	0.3%	2.0%	5.3%	2.1	6.0	-0.8%	.	3.4%	2.5	43.2%
O=C(CSCC(=O)N1CCOCC1)Nc1nc(-c2ccc3c(c2)OCO3)cs1	?	29.1%	13.0%	-3.2%	8.0	3.4	23.9%	-18.9%	9.5%	1.7	19.6%
Cc1cccc(C)c1OP(N)(=O)Oc1c(C)cccc1C	-0.8%	-1.0%	-0.8%	3.4%	5.5	-0.9	-1.0%	-20.3%	-4.2%	3.7	13.6%
O=Cc1c(C(=O)O)n(Cc2ccc(Cl)cc2)c2ccccc12	8.2%	0.5%	-1.7%	-1.5%	-19.8	-21.6	0.8%	2.7%	-12.2%	14.2	6.0%
OC1(c2ccc(F)cc2)CC2CCC(C1)N2Cc1nnnn1C1CCCCC1 (configuration not stated)	9.4%	-0.3%	-4.6%	1.5%	-1.1	-7.1	0.5%	-11.7%	3.0%	4.3	2.8%
CCC(=NCCCN(CC)CC)c1c(O)n(C2CCCCC2)c(=O)[nH]c1=O	3.3%	-3.5%	0.2%	-0.5%	-0.4	-5.7	3.8%	-0.3%	-12.8%	1.8	5.7%
CN1C(=O)CCS(=O)(=O)C1c1ccc(Cl)cc1 (configuration not stated)	.	0.5%[46.1 µM]	.	.	.	.	0.0%[46.1 µM]	.	1.0%&-3.1%	-2.2	0.8%[10 µM]
CCc1cc2c(N3CCN(C)CC3)ncnc2s1	-4.7%	1.8%	0.4%	0.7%	8.2	-8.5	0.5%	-0.7%	-7.5%	-0.6	39.6%
c1ccc(-c2nnc(C3CC(c4cccnc4)=NO3)o2)cc1 (configuration not stated)	-0.2%	-1.2%	5.0%	5.6%	19.4	-5.6	-1.4%	-1.9%	1.3%	2.1	6.4%
O=[N+]([O-])c1cccc2c([As](=O)(O)O)cccc12	6.0%	-0.1%	-4.0%	3.5%	-93.6*	2.6	1.0%	-0.3%	-2.8%	-4.0	10.6%
